Bioassay records from PubChem BioAssay.
RGS4 inh = human RGS4 inhibition; P49798; Transcreener GDP fluorescence polarization, RGS4-accelerated GTP hydrolysis; Potency, µM (series often up to 114 µM), without a hit: top-dose activity change, negative = inhibition, usual class: inhibitors; 0.039% of 390,000 active; AID 504845; further: on the % scale 0 is the no-effect control and ±100 the full control effect; nearly all actives have a fitted effect of over 75% in size; some results filed as inactive show a strong effect at the top dose
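MLSMR compounds (23 nl, pin-transferred) preincubated 10 min at room temperature with a 500nM (2x) first reagent, then RGS4 at 900nM (2x) plus Transcreener GDP mix added; fluorescence polarization (620/688 nm) read before and after 90 min at 30 °C.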
TrxR1 inh = blocks rat thioredoxin reductase 1; O89049; AID 588453; Potency, µM (highest dose often 114 µM), inactives show at the top dose activity change, negative = inhibition, actives largely listed as inhibitors; 1% of 390,000 active; recombinant rTrxR1, NADPH fluorescence consumption, selenite substrate; further: on the % scale 0 is the no-effect control and ±100 the full control effect; nearly all actives have a fitted effect of over 65% in size
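Rat TrxR1 (90 nM in the dispensed reagent) was pre-reduced with 400 uM NADPH for 5 min at room temperature, then incubated with compound for 15 min. After 400 uM selenite was added, NADPH fluorescence (Ex 340/Em 450 nm) was followed for 8 min.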
RXFP1 agonist = agonists of human relaxin receptor RXFP1 | 0.3% of 370,000 active | Potency, µM (highest dose often 57.5 µM), inactives show top-dose activation, actives largely listed as activators | HEK293T-RXFP1 cAMP TR-FRET, 30 min; response scale: percent of porcine relaxin response, buffer zero | Q9HBX9 | AID 2676; further: on the % scale 0 is the no-effect control and ±100 the full control effect; nearly all actives have a fitted effect of over 60% in size; many of its hits are not listed in these tables
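Agonist response is measured as cAMP accumulation in an RXFP1-transfected HEK293T line under PDE4 inhibition. Values are scaled between buffer-only and 29 nM porcine relaxin, and EC50s come from standard Hill equation fits.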
Vif-A3F inh = inhibitors of Vif-A3F interaction; HeLa A3F-eYFP + Vif (tagged APOBEC3F with the HIV-1 protein that degrades it), YFP fluorescence increase; Potency, µM (highest dose often 46.1 µM), for inactives: at the top dose activity, negative = active; 0.2% of 390,000 active; AID 602313; further: % of control where 0% means no effect; nearly all actives have a fitted effect of over 65% in size
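HeLa cells stably expressing A3F-eYFP plus Vif, plated and incubated overnight at 37 deg C, then exposed to compounds overnight at 37 deg C. Blocked degradation read as raised yellow fluorescence (Ex 488/Em 500-530).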
IDH1 R132H inh = blocks human mutant IDH1 R132H enzyme | IDH1-R132H enzyme, NADPH consumption, diaphorase/resazurin fluorescence | 0.093% of 390,000 active | AID 602179 | Potency, µM (doses to about 76.6 µM), inactives show top-dose activity change, negative = inhibition, actives largely listed as inhibitors; further: on the % scale 0 is the no-effect control and ±100 the full control effect; nearly all actives have a fitted effect of over 65% in size
Target sequence (O75874 whole entry R132H, stated change not applied): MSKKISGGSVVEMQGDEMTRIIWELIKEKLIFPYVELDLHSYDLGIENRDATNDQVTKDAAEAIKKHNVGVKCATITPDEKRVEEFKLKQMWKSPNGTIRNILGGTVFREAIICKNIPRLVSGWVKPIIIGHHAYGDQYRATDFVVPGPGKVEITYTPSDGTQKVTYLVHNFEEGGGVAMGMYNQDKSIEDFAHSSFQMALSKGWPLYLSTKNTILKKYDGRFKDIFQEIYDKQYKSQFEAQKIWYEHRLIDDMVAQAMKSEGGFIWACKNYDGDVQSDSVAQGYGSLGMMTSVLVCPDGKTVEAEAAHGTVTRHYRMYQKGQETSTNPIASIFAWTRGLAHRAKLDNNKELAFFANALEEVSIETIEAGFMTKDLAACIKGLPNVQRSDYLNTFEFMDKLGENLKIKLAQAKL
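IDH1-R132H (0.5 ug/mL dispensed) in pH 7.5 Tris buffer was preincubated 30 min with compound, then given a substrate mix of 0.016 mM NADPH and 2 mM alpha-KG for 80 min at room temperature; remaining NADPH was read by diaphorase/resazurin fluorescence.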
ALOX12 inh = ALOX12 (human) lipoxygenase inhibition. P18054. purified 12hLO, xylenol orange hydroperoxide absorbance. 1.1% of 580,000 active. Potency, µM (doses to about 108 µM), for the others: at the highest dose activity change, negative = inhibition, actives largely listed as inhibitors; further: on the % scale 0 is the no-effect control and ±100 the full control effect
Target sequence (P18054 whole entry, looked up): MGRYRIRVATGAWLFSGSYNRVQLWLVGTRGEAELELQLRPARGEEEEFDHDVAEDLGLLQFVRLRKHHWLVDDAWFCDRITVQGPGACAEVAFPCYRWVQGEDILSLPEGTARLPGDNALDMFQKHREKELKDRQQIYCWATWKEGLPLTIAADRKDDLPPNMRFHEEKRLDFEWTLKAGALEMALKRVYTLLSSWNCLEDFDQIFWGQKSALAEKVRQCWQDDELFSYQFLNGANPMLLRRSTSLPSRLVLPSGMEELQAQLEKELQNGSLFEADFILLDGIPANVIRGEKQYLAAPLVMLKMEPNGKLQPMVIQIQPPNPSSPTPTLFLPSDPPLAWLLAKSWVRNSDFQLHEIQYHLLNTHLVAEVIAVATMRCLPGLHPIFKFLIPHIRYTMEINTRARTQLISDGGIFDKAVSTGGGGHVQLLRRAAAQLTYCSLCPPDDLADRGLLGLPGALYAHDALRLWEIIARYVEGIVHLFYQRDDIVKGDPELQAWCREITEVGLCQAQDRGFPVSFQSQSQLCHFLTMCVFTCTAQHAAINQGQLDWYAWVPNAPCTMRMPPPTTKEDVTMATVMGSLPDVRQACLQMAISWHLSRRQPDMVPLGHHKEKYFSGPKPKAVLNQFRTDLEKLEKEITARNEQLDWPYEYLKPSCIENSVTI
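Purified human 12hLO (150 nM final) in 25 mM Hepes, 0.01% Triton X-100, pH 7.0 was preincubated 15 min at room temperature with compound. Then 40 uM arachidonic acid was added, 30 min. Hydroperoxide was read by Fe-XO absorbance ratio 573/405 nm.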
TrxR1 substrate = substrates of rat thioredoxin reductase 1; O89049; purified TrxR1 substrate turnover, NADPH consumption readout; Potency, µM (top dose mostly 114 µM), for inactives: at the highest dose activity change, negative = substrate turnover; 0.01% of 390,000 active; AID 588456; further: on the % scale 0 is the no-effect control and ±100 the full control effect; nearly all actives have a fitted effect of over 50% in size
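Rat TrxR1, dispensed at 90 nM, was prereduced with 400 uM NADPH (final) for 5 min at ~22 deg C, then incubated with compound 15 min before 400 uM selenite. A first-read NADPH fluorescence drop versus no-compound background flagged substrates.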
Vif-A3G inh = inhibitors of Vif-APOBEC3G interaction; Q9HC16; HeLa A3G-eYFP + Vif (tagged APOBEC3G with the HIV-1 protein that degrades it), YFP fluorescence, overnight; Potency, µM (titrated, usually from 46.1 µM), for inactives: top-dose activity, negative = active, actives largely listed as inhibitors; 0.076% of 410,000 active;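 further: on the % scale 0 is the no-effect control and ±100 the full control effect; nearly all actives have a fitted effect of over 60% in size; hits raise eYFP signal because A3G escapes Vif-driven loss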
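HeLa cells stably expressing Vif and C-terminally eYFP-tagged A3G, seeded overnight at 37 deg C, then exposed to compound by pintool overnight at 37 deg C. Rise in yellow fluorescence (Ex 488/Em 500-530, Acumen) marks blocked Vif-driven A3G degradation.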
USP1 inh = USP1/UAF1 (human) deubiquitinase inhibition. O94782. recombinant USP1/UAF1, Ub-Rhodamine cleavage fluorescence. 0.23% of 390,000 active. Potency, µM (doses to about 57.1 µM), for the others: at the highest dose activity change, negative = inhibition, actives largely listed as inhibitors. AID 743255; further: on the % scale 0 is the no-effect control and ±100 the full control effect; nearly all actives have a fitted effect of over 60% in size; inactives centre near -12
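High-throughput fluorogenic screen: 1nM USP1/UAF1 complex, Ub-Rho substrate 150nM final, 50mM HEPES pH 7.8 with 0.5mM EDTA, 0.1 mg/ml BSA, 1mM TCEP and 0.01% Tween-20.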
* hit, by the source's call; & = joins results of further samples; [ ] = another dose, or the depositor's remark. The call rests on the fitted dose curve; in most records, active means well fitted curve in the direction sought with a large enough effect; inconclusive means small, poorly fitted or top-dose-only effect, or another doubt; inactive means no such curve, though single readings can be large; an effect the other way counts as inactive or inconclusive. Potency means the concentration at half of the fitted maximal effect. The list is partial (hit frequency here may not be typical).

For CCOc1ccc(N(CC(=O)Nc2ccccc2CC)S(=O)(=O)c2c(C)noc2C)cc1 the results were RGS4 inh 1.5%, TrxR1 inh 21.9%, RXFP1 agonist 1.6%, Vif-A3F inh 0.1%, IDH1 R132H inh 8.5%, ALOX12 inh -18.2%, TrxR1 substrate -5.2%, Vif-A3G inh inconclusive and USP1 inh 1.9%.
For CCCCCc1ccc(-c2cn(Cc3ccc([N+](=O)[O-])cc3)nn2)cc1 the results were RGS4 inh -9.8%, TrxR1 inh 19.6%&18.8%, RXFP1 agonist -0.6%, Vif-A3F inh -3.4%, IDH1 R132H inh -12.5%, TrxR1 substrate 5.8%&0.8%, Vif-A3G inh -6.5%&-0.9% and USP1 inh inconclusive.
CC(C)(C)NS(=O)(=O)c1ccc(/C=C/C(=O)O)cc1 was read as RGS4 inh 10.6%, TrxR1 inh 11.3%, RXFP1 agonist -1.0%, Vif-A3F inh -3.9%, IDH1 R132H inh -6.2%, ALOX12 inh 61.7%[activator], TrxR1 substrate 3.2%, Vif-A3G inh 3.5% and USP1 inh -22.4%.
For O=C(CSc1nc2ccccc2n1S(=O)(=O)c1ccccc1)N1CCCCC1 the results were RGS4 inh 1.4%, TrxR1 inh -9.9%[57.1 µM], RXFP1 agonist 2.2%, Vif-A3F inh 1.0%, IDH1 R132H inh 4.9%, ALOX12 inh 0.9%, TrxR1 substrate -13.4%[57.1 µM], Vif-A3G inh -0.1% and USP1 inh -11.4%.
`O=C(CCCCCn1c(=O)[nH]c2ccccc2c1=O)NCc1ccc(Cl)cc1` gave RGS4 inh 7.6%, TrxR1 inh 10.4%[57.1 µM], RXFP1 agonist 21.3%, Vif-A3F inh -4.6%, IDH1 R132H inh 1.6%, ALOX12 inh inconclusive, TrxR1 substrate -0.4%[57.1 µM], Vif-A3G inh 1.1% and USP1 inh 0.3%.
`O=C(c1cccc([N+](=O)[O-])c1)N1CCN(C(=O)c2ccco2)CC1` gave RGS4 inh -26.3%, TrxR1 inh 16.3%, RXFP1 agonist -0.5%, Vif-A3F inh 0.5%, IDH1 R132H inh 8.5%, ALOX12 inh -17.8%, TrxR1 substrate -6.8%[57.1 µM], Vif-A3G inh 1.0% and USP1 inh inconclusive.
O=C(c1ccc(-c2ccc([N+](=O)[O-])cc2)o1)N1CCCCC1 was read as RGS4 inh -52.9%, TrxR1 inh inconclusive, RXFP1 agonist 1.8%, Vif-A3F inh 0.5%, IDH1 R132H inh 0.7%, ALOX12 inh inconclusive, TrxR1 substrate -1.8%, Vif-A3G inh -10.2% and USP1 inh -22.3%.
`COc1cccc(N(CC(=O)NC2CCCCC2)C(=O)CCC(=O)Nc2nccs2)c1` gave RGS4 inh -27.0%, TrxR1 inh 28.0%[57.1 µM], RXFP1 agonist 4.1%, Vif-A3F inh -8.0%, IDH1 R132H inh -1.7%, ALOX12 inh -5.4%, TrxR1 substrate -6.4%[57.1 µM], Vif-A3G inh -5.8% and USP1 inh -10.0%.
N#Cc1c(Nc2ccc(F)cc2)sc(C(=O)c2ccc(F)cc2)c1N was read as RGS4 inh -17.4%, TrxR1 inh 2.9%, RXFP1 agonist -0.8%, Vif-A3F inh -0.1%, IDH1 R132H inh 1.0%, ALOX12 inh -2.7%[57.4 µM], TrxR1 substrate 7.2%, Vif-A3G inh 3.5% and USP1 inh -12.7%.
For Clc1cccc2sc(-c3nnc(-c4ccccc4)o3)c(Cl)c12 the results were RGS4 inh -4.3%, TrxR1 inh 11.6%, Vif-A3F inh -7.0%, IDH1 R132H inh -0.9%, ALOX12 inh -6.7%, TrxR1 substrate 26.2%, Vif-A3G inh 0.0% and USP1 inh -13.1%.
`Cc1nn(Cc2ccccc2)c(C)c1CNC(=O)CN=C1NS(=O)(=O)c2ccccc21` gave RGS4 inh -29.3%, TrxR1 inh 7.9%, RXFP1 agonist 0.1%, Vif-A3F inh -27.9%, IDH1 R132H inh 3.4%, ALOX12 inh inconclusive, TrxR1 substrate 3.0%, Vif-A3G inh -2.4% and USP1 inh -10.9%.
For COC(=O)c1n[nH]nc1-c1ccccc1 the results were RGS4 inh -0.7%, TrxR1 inh -4.8%, RXFP1 agonist 3.3%, Vif-A3F inh -0.1%, IDH1 R132H inh 1.8%, ALOX12 inh -19.4%, TrxR1 substrate -10.1%, Vif-A3G inh -1.1% and USP1 inh -11.1%.
For CC1(C)COC(Cc2ccccc2)=N1 the results were Vif-A3F inh 0.3%, IDH1 R132H inh 9.4%, ALOX12 inh -5.3%, Vif-A3G inh 7.3% and USP1 inh -16.1%.
`CC(C)(C)[C@H]1COC(=O)[C@@H](Cc2ccc(F)cc2)C/C=C\C[C@@H](CC(=O)N[C@H](CO)Cc2ccccc2)C(=O)N1` gave RGS4 inh -27.6%, TrxR1 inh 5.8%[57.1 µM], Vif-A3F inh 4.6%, IDH1 R132H inh 16.6%, ALOX12 inh -3.4%, TrxR1 substrate -1.6%[57.1 µM], Vif-A3G inh -7.5% and USP1 inh -25.2%.
CCOC(=O)c1c(NC(=O)CN2CCN(C(=O)C3CCCO3)CC2)sc(C)c1C (configuration not stated) was read as RGS4 inh -35.6%, TrxR1 inh 6.4%, RXFP1 agonist 0.9%, Vif-A3F inh -26.8%, IDH1 R132H inh 9.4%, ALOX12 inh 0.0%, TrxR1 substrate 1.0%, Vif-A3G inh 0.8% and USP1 inh -16.9%.
COc1ccc(NS(=O)(=O)c2cccc(N/C(=N\S(=O)(=O)c3ccccc3)c3ccc(F)cc3)c2)cc1 was read as RGS4 inh 21.9%, TrxR1 inh 42.8%[activator], RXFP1 agonist -1.2%, Vif-A3F inh 0.7%, IDH1 R132H inh 0.5%, ALOX12 inh 9.9%, TrxR1 substrate 5.8%, Vif-A3G inh -2.1% and USP1 inh -11.3%.
Oc1c(Br)cc(Br)cc1/C=N/c1nccs1 was read as RGS4 inh inconclusive, TrxR1 inh 35.5µM*, RXFP1 agonist 3.5%, Vif-A3F inh -9.7%, IDH1 R132H inh -0.8%, ALOX12 inh -16.1%, TrxR1 substrate -6.2%, Vif-A3G inh -9.5% and USP1 inh inconclusive.
Screening COc1ccc(Nc2nc(N)nc(CN3CCc4ccccc4C3)n2)cc1 returned RGS4 inh -18.0%, TrxR1 inh 1.1%[57.1 µM], RXFP1 agonist 2.1%, Vif-A3F inh -19.3%, IDH1 R132H inh -3.1%, ALOX12 inh 481.4%[activator], TrxR1 substrate 5.7%, Vif-A3G inh -5.1% and USP1 inh -5.6%.
`O=C(NNC(=S)NCc1ccco1)c1ccccc1Br` gave RGS4 inh -35.0%, TrxR1 inh -25.7%, RXFP1 agonist -0.1%, Vif-A3F inh 5.1%, IDH1 R132H inh -10.0%, ALOX12 inh 14.3%, TrxR1 substrate -6.3%, Vif-A3G inh -15.2% and USP1 inh -5.7%.
Screening CN(C(=O)COC(=O)c1ccccc1SCC(=O)N1CCCC1)C1CCS(=O)(=O)C1 (configuration not stated) returned RGS4 inh -3.2%, TrxR1 inh -10.1%, RXFP1 agonist -1.3%, Vif-A3F inh 10.0%, IDH1 R132H inh 6.9%, ALOX12 inh 0.0%, TrxR1 substrate -12.9%, Vif-A3G inh -1.5% and USP1 inh -4.9%.
Cc1nnsc1C(=O)Nc1cccc(Cl)c1Cl was read as RGS4 inh -24.2%, TrxR1 inh 8.2%, RXFP1 agonist 2.4%, Vif-A3F inh 5.9%, IDH1 R132H inh 2.0%, ALOX12 inh -23.0%, TrxR1 substrate -3.9%, Vif-A3G inh -1.5% and USP1 inh -19.0%.
Screening CCc1cc(OCCCSc2nc(C)cc(=O)[nH]2)ccc1Cl returned RGS4 inh 32.7%, TrxR1 inh 29.0%, RXFP1 agonist -0.5%, Vif-A3F inh -16.9%, IDH1 R132H inh 6.0%, ALOX12 inh 7.2%, TrxR1 substrate 8.4%, Vif-A3G inh -1.1% and USP1 inh -11.4%.
For COc1ccc(C(=O)Nc2ccc(S(=O)(=O)NC(C)C)cc2)cc1 the results were RGS4 inh -18.3%, TrxR1 inh 13.1%, RXFP1 agonist 2.2%, Vif-A3F inh -4.5%, IDH1 R132H inh -1.6%, ALOX12 inh -0.7%, TrxR1 substrate 2.3%, Vif-A3G inh -7.4% and USP1 inh -22.4%.
Screening Cc1nn2c3c(cnc2c1-c1ccc(Cl)cc1)C(=O)CC(c1ccc(C(C)C)cc1)C3 (configuration not stated) returned RGS4 inh -13.7%, TrxR1 inh 3.6%, RXFP1 agonist 2.4%, Vif-A3F inh -6.5%, IDH1 R132H inh 10.8%, ALOX12 inh -10.2%, TrxR1 substrate -2.5%, Vif-A3G inh 3.4% and USP1 inh -20.0%.
CCOc1ccc(S(=O)(=O)NCc2ccncc2)cc1NC(=O)c1ccccc1F was read as RGS4 inh -1.6%, TrxR1 inh 23.6%[0.0914 µM], RXFP1 agonist 25.7%, Vif-A3F inh -6.4%, IDH1 R132H inh 3.5%, ALOX12 inh -7.1%, TrxR1 substrate 6.2%[57.1 µM], Vif-A3G inh -4.0% and USP1 inh 5.0%.
Screening O=C(O)Cn1nc(C(F)(F)F)c2c1CCCC2 returned RGS4 inh -0.2%, TrxR1 inh -13.5%[57.1 µM], RXFP1 agonist 0.3%, Vif-A3F inh 10.8%, IDH1 R132H inh 0.0%, ALOX12 inh -11.5%, TrxR1 substrate -7.9%[57.1 µM], Vif-A3G inh -0.4% and USP1 inh -1.7%.
